Yeast growth tox – Inhibitors of S. cerevisiae growth, toxicity. S. cerevisiae wild-type growth, A595 turbidity, 16 h. growth inhibition, % at 25 µM (by protocol). 30,000 tested, 0.3% active. AID 685;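 active means mutant and wild-type yeast strains alike exhibit over 30% growth inhibition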;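 further: 0% = untreated cell controls and 100% = YPD media blanks without cells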
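System – wild-type and eIF2Bepsilon-R284H mutant S. cerevisiae, screened separately · Measured by – absorbance at 595 nm (turbidity) · Timing – 16 h compound exposure during growth at 30 °C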
eIF2B yeast act – modulators of yeast eIF2B activity; inhibition, % at 25 µM (by protocol); S. cerevisiae eIF2B-epsilon R284H, GCN4-lacZ luminescence; AID 688; 27,000 tested, 0.91% active;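 active means mutant luminescence inhibited past about 50% while wild type luminescence and mutant growth stay under set limits, limit read from the data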; further: some compounds called inactive have numbers as strong as hits
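Material: yeast eIF2B-epsilon R284H mutant carrying GCN4–beta-galactosidase fusion. Medium: YPD yeast growth medium. Incubation: 16 h growth with compound at 30 °C, 90 min Beta-Glo step. Signal: Beta-Glo luminescence plus absorbance at 595 nm. Evaluation: % inhibition of reporter signal and growth versus controls. Doses: 25 µM single dose.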
Yeast growth tox inhibition % – second read-out of Yeast growth tox, no call of its own (marks repeat the call); growth inhibition, %; S. cerevisiae eIF2Bepsilon-R284H mutant growth, A595 turbidity, 16 h;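 each compound tested once at 25 µM; 0% equals untreated cells and 100% equals cell-free medium blanks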
eIF2B yeast act mutant toxicity – second read-out of eIF2B yeast act, no call of its own (marks repeat the call); growth inhibition, %; measured here: mutant yeast growth, toxicity;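 each compound tested once at 25 µM; zero equals untreated control growth and 100 equals blank medium absorbance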
Active calls of the source: *; / = no result given. Not all compounds are listed; count on the stated rates, not on these rows.

SMILES	Yeast growth tox	Yeast growth tox inhibition %	eIF2B yeast act	eIF2B yeast act mutant toxicity
Cc1nn(C)cc1CNC(=O)Nc1cccc(Cl)c1	3	8	16	8
COc1ccc(-c2nc3nc(C)cc(=O)n3[nH]2)cc1	15	6	11	6
N#CCSc1nnc(COc2ccccc2)n1-c1ccccc1	5	0	/	/
COC(=O)c1cc2c(=O)n3ccccc3nc2n(C)c1=N	32*	31*	0	31
Cc1ccccc1OCc1nnc(SCC(=O)Nc2ccc(N3CCOCC3)c(Cl)c2)n1C	12	11	16	11
CCOC(=O)N1CCC(NC(=O)c2cccc3c2C(=O)N(Cc2cccnc2)C3)CC1	7	11	19	11
Cn1c(NC(=O)c2ccco2)c(-c2ccccc2)c(=O)c2ccccc21	17	4	44	4
CC1(C)NC(=O)N(CCOCCOc2ccccc2)C1=O	33	19	14	19
CCN(CC)CCCNC(=O)c1ccccc1C	22	0	36	/
CCNc1ccc(Br)cc(C(=O)/C=C/c2c(Cl)cccc2Cl)c1=O	7	9	-7	9

Part of the list above, set out differently.
Structure,Yeast growth tox,Yeast growth tox inhibition %,eIF2B yeast act,eIF2B yeast act mutant toxicity
COc1ccc(-c2nc3nc(C)cc(=O)n3[nH]2)cc1,15,6,11,6
CCNc1ccc(Br)cc(C(=O)/C=C/c2c(Cl)cccc2Cl)c1=O,7,9,-7,9
CCN(CC)CCCNC(=O)c1ccccc1C,22,0,36,/
Cc1ccccc1OCc1nnc(SCC(=O)Nc2ccc(N3CCOCC3)c(Cl)c2)n1C,12,11,16,11
CC1(C)NC(=O)N(CCOCCOc2ccccc2)C1=O,33,19,14,19

Further results:
SMILES	Yeast growth tox	Yeast growth tox inhibition %	eIF2B yeast act	eIF2B yeast act mutant toxicity
O=C(NC(=O)N1CCN(c2ccc(F)cc2)CC1)c1ccccc1	15	32	21	32
COc1cc(S(=O)(=O)N(C)C)ccc1Br	16	22	26	22
CCOC(=O)Nc1ccc(S(=O)(=O)Nn2cnnc2)cc1	15	0	10	/
CCN(CC)C(=O)CSc1nnc(-c2ccccc2)n1N	2	0	25	/
O=C1CSC(c2nn(-c3ccccc3)cc2-c2cc3ccccc3oc2=O)N1Cc1ccco1 (centres undefined)	-16	-4	/	/
CCOC(=O)c1c(NC(=O)CN2CCCCC2)sc2c1CCN(C(=O)OCC)C2	4	0	24	/
CCCNS(=O)(=O)c1ccc(CCC(=O)N2CCOCC2)cc1	9	14	-7	14
CCn1c(C)c(C(C)=O)c(N2CCN(c3ccccc3)CC2)nc1=S	12	0	/	/
O=C(NCc1ccccc1)C1CC2CCCC(C1)C2=O (centres undefined)	/	/	-6	/
Cc1ccc(C(=O)Nc2nccs2)cc1S(=O)(=O)N1CCCCC1	-3	10	14	10
O=C(Nc1nnc(-c2ccccc2SCc2ccccc2F)s1)Nc1ccccc1F	3	-5	-42	-5
Cc1cc(C)c2ccc(NN)nc2c1O	10	14	7	14
CCn1c(=N)n(CCO)c2ccccc21	17	3	6	3
CC(C)CCNC(=O)CC1Nc2c3ccccc3nc(=S)n2C1=O (centres undefined)	12	24	18	24
Cc1cccc(C)c1OCCCCCNCCO	13	17	29	17
Cc1c(-c2nc(N)nc(Nc3ccc(F)cc3)n2)oc2ccccc12	-21	7	5	7
COc1ccccc1N(CC(=O)NCCc1ccccc1)S(C)(=O)=O	-2	19	31	19
CCC(C)(C)n1nnnc1C(c1ccc(O)c(OC)c1)N1CCN(c2nc3ccccc3s2)CC1 (centres undefined)	-2	7	36	7
Nc1ccc2oc(CCc3ccccc3)nc2c1	-3	-36	53*	/
C/C(=C\C(=O)c1ccc(Br)cc1)NCc1ccccc1	23	23	22	23
CC(C)CC(=O)Nc1cc(NC(=O)CC(C)C)cc(C(=O)NC(C)(C)C)c1	10	8	27	8
Cc1cc(SC(C)C(=O)Nc2c(C)n(C)n(-c3ccccc3)c2=O)nc2ccccc12 (centres undefined)	28	5	27	5
CC1CCN(C(=O)c2ccc(-n3cnnn3)cc2)CC1	/	/	-5	/
COc1ccc(CCNC(=O)c2ccc3c(=O)n(Cc4ccco4)c(=S)[nH]c3c2)cc1OC	-12	4	2	4
CCC1(CC)NC(=S)N(Nc2ccccc2)C1=O	13	17	30	17
OCc1nnn(-c2cccc(C(F)(F)F)c2)c1CO	/	/	23	/
CCCN1C(=O)N(C)C(N(O)C(=O)NC)C1(C)C (centres undefined)	8	21	/	/
Cc1ccccc1NC(=O)CC1SC(=O)N(c2ccccc2)C1=O (centres undefined)	23	11	19	11
Cn1nnnc1SCCNC/C=C/c1ccccc1	13	26	13	26
Cc1cc(C)c(C)c(S(=O)(=O)N2CCN(Cc3nc4ccccc4[nH]3)CC2)c1C	6	12	/	/

Reprinted at random: 2 entries already listed, in no set order.
SMILES	Yeast growth tox	Yeast growth tox inhibition %	eIF2B yeast act	eIF2B yeast act mutant toxicity
CC(C)CC(=O)Nc1cc(NC(=O)CC(C)C)cc(C(=O)NC(C)(C)C)c1	10	8	27	8
CCCN1C(=O)N(C)C(N(O)C(=O)NC)C1(C)C (centres undefined)	8	21	/	/

Additional structures
SMILES	Yeast growth tox	Yeast growth tox inhibition %	eIF2B yeast act	eIF2B yeast act mutant toxicity
Cn1c(=O)[nH]c(=O)c2c1nc(CN1CCOCC1)n2CCc1ccccc1	8	4	18	4
CCC(C)Cn1c(C)nc2ccccc21 (centres undefined)	1	3	18	3
c1ccc2c(c1)OCC(c1csc3ncnc(N4CCOCC4)c13)O2 (centres undefined)	-3	-11	18	-11
CC(C)NC(=O)N1CCOCCOCCN(C(=O)NC(C)C)CCOCCOCC1	21	18	23	18
COC(=O)CN(c1nc(C)cc(OC)n1)S(=O)(=O)c1ccccc1	-2	-8	25	-8
CCCCC(c1nnnn1C1CCCC1)N1CCN(C2CCCCC2)CC1 (centres undefined)	/	/	3	/
Cc1ccccc1OCC(=O)OC1CCN(C)CC1	10	-5	-37	-5
CC1CCCN(CC(O)CN)C1 (centres undefined)	8	-11	-24	-11
Cc1c(C(=O)Nc2ccc3c(c2)OCCO3)sc2nc(-c3ccccc3)cn12	-24	-4	-36	-4
CCN(CC)C(=O)CSc1nc2ccccc2c(=O)n1OC(C)C	8	10	/	/
COc1cc(S(=O)(=O)Nc2c(C)cc(C)cc2C)ccc1Cl	1	5	12	5
CC1(C)Cc2c(sc(NC(=O)c3ccco3)c2C(=O)O)CO1	15	8	/	/
CCCNS(=O)(=O)c1cccn1-c1ncc(C(F)(F)F)cc1Cl	5	16	19	16
Cc1c(C(=O)N2CCN(S(C)(=O)=O)CC2)oc2ccccc12	2	43	4	43
CCOC(=O)c1cnn(CC2CCCCC2)c1N	4	8	26	8
CCC(=O)Nc1ncc2c(n1)CC(c1ccco1)CC2=O (centres undefined)	/	/	27	/
Cc1cc2nc(SCCN3CCOCC3)[nH]c2cc1C	/	/	5	/
CCn1ncc(Cl)c1C(=O)NC(C)c1ccccc1 (centres undefined)	/	/	21	/
Cc1cccc(NC(=O)c2c(O)c3cccc4c3n(c2=O)CC4)c1	-25	-11	23	-11
CCOC(=O)N1CCC(n2c(=S)[nH]c3cc(OC)c(OC)cc3c2=O)CC1	6	-3	15	-3
COc1ccc(CNC(=O)[C@H](C)NC(=O)C2CCN(S(=O)(=O)c3ccc(C)cc3)CC2)cc1	16	24	20	24
CC1C2=C(CCCC2=O)N(c2cccc3ccccc23)C2=C1C(=O)CCC2	4	4	34	4
CC(=O)Oc1ccc(N2C(=O)C3C(C2=O)C2(C)C=CC3(C)O2)cc1 (centres undefined)	61*	88*	39	88
CCOC(=O)c1ccc(NC(=O)c2ccc(CO)c(C(=O)NC3CCN(C(=O)OCC)CC3)c2)cc1	-3	-8	13	-8
O=C(CSc1nnc(-c2ccc(Br)cc2)o1)N1CCN(C(=O)c2ccco2)CC1	/	/	-34	/
O=C(/C=C/c1cccs1)NC(=S)NNC(=O)Cc1cccs1	-12	15	3	15
CCN(CC)c1ccc(NC(=O)Cn2nnc(-c3cccc(OC)c3OC)n2)c(C)c1	-13	-6	11	-6
O=C(CCCn1c(=S)[nH]c2cc3c(cc2c1=O)OCO3)N1CCc2ccccc2C1	12	18	15	18
COc1ccc(NC(=O)Cn2c(-c3ccccc3)cn(-c3ccc(C)cc3)c2=O)cc1	0	8	28	8
COc1ccc(N2CCN(C(=O)C3CCC(Cn4c(=S)[nH]c5ccccc5c4=O)CC3)CC2)cc1 (centres undefined)	12	-5	26	-5

Given bar-delimited: part of the list above
canonical_smiles | Yeast growth tox | Yeast growth tox inhibition % | eIF2B yeast act | eIF2B yeast act mutant toxicity
COc1ccc(CNC(=O)[C@H](C)NC(=O)C2CCN(S(=O)(=O)c3ccc(C)cc3)CC2)cc1 | 16 | 24 | 20 | 24
CC1C2=C(CCCC2=O)N(c2cccc3ccccc23)C2=C1C(=O)CCC2 | 4 | 4 | 34 | 4
CC(=O)Oc1ccc(N2C(=O)C3C(C2=O)C2(C)C=CC3(C)O2)cc1 (centres undefined) | 61* | 88* | 39 | 88
CCOC(=O)c1ccc(NC(=O)c2ccc(CO)c(C(=O)NC3CCN(C(=O)OCC)CC3)c2)cc1 | -3 | -8 | 13 | -8
O=C(CSc1nnc(-c2ccc(Br)cc2)o1)N1CCN(C(=O)c2ccco2)CC1 | / | / | -34 | /
O=C(/C=C/c1cccs1)NC(=S)NNC(=O)Cc1cccs1 | -12 | 15 | 3 | 15

Next results follow:
SMILES	Yeast growth tox	Yeast growth tox inhibition %	eIF2B yeast act	eIF2B yeast act mutant toxicity
CCC(Sc1nc2ccccc2s1)C(=O)Nc1cc(C)on1 (centres undefined)	-1	9	27	9
CCCCNC(=O)CCCCCn1c(=O)[nH]c2cc(OC)c(OC)cc2c1=O	8	12	19	12
Cc1ccc(-c2ccc(CCC(=O)O)n2NC(=O)c2ccco2)cc1	/	/	12	/
COCC(=O)Nc1cc(OC)c(Cl)cc1OC	-5	-16	55*	/
CC(C)C(=O)Nc1ccc(NC(=O)c2cccc(F)c2)cn1	-9	12	/	/
Cn1c(Cc2ccccc2)nnc1SCC(=O)Nc1ccc2c(c1)OCCO2	10	7	25	7
O=C(O)c1c[nH]c2c(C(F)(F)F)cccc2c1=O	2	15	/	/
COc1ccc(-n2c(C)cc(C(=O)Cn3nnc4ccccc4c3=O)c2C)cc1	9	18	-22	18
CC1CCN(c2oc(-c3ccccc3Cl)nc2C#N)CC1	-9	21	31	21
c1ccc2c(c1)CCCN2Cc1nnc2n1CCCCC2	23	-4	-1	-4
CN(C)c1ccc(C2C3C(=O)N(c4ccc(C(=O)O)cc4)C(=O)C3ON2c2ccccc2)cc1 (centres undefined)	3	2	-2	2
c1ccc(NCn2cncn2)nc1	3	14	10	14
COc1cccc(CN2C(=O)CN(C3CCCCC3)C(=O)C2c2ccc(F)cc2)c1 (centres undefined)	7	-15	16	-15
CCC(C)NS(=O)(=O)c1ccc(OCC(=O)NCc2cccnc2)cc1 (centres undefined)	22	23	22	23
O=C(c1cccc(Cl)c1)N(Cc1cccs1)C1CCS(=O)(=O)C1 (centres undefined)	5	-3	41	-3
Cc1cc2nc(SC(C)C(=O)O)[nH]c2cc1C (centres undefined)	4	-4	-3	-4
COc1ccc(Nc2nc3ccccc3nc2NS(=O)(=O)c2cccs2)cc1	6	0	18	/
CC(C)(C)OC(=O)N1CCC[C@@H]1C(=O)N1CCC(C(=O)O)CC1	-14	5	6	5
CC(=O)c1c(C(C)=O)c(C)n(-c2ccc(N)cc2)c1C	7	12	/	/
Clc1ccc(NC2=NCCC2)cc1Cl	4	9	-10	9
CCOc1ccc(-n2c(COc3ccccc3)nnc2SCC(N)=O)cc1	9	11	-16	11
CN(C)c1nc(N)nc(CSc2n[nH]c(-c3ccccc3)n2)n1	8	0	11	/
CC(=O)Nc1ccc(S(=O)(=O)Nc2nc(CN3CCOCC3)nc3sc4c(c23)CCCC4)cc1	11	9	/	/
Cc1ccc(S(=O)(=O)NC(C)(C)CSc2nnc(Nc3ccccc3)s2)cc1	-6	30	16	30
COc1ccc(C(=O)/C=C/Nc2cccc(O)c2)cc1	3	16	17	16
